S100A4 MyoIIA: inhibitors of human S100A4 binding to myosin IIA peptide; AID 652163; S100A4/TAMRA-MyoIIA peptide fluorescence polarization; inhibition, % at 10.7 µM; actives 0.14% (n = 360,000); P26447;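 active = mean inhibition of at least 70% across replicates, with every replicate also reaching that level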
Target sequence (P26447 whole entry, looked up): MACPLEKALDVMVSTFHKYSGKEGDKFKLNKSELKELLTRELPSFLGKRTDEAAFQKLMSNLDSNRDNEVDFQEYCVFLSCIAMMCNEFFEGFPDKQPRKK
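Material: S100A4 monomer protein | Medium: HEPES pH 7.2 with CaCl2, KCl, NaCl, DTT, Triton | Reagent: Labelled myosin peptide probe, 5 nM | Doses: One dose per compound | Times: 5 min incubation before reading | Benchmarks: Neutral control DMSO, positive control TFP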
FN deposition inh: fibronectin deposition inhibition; actives 0.086% (n = 350,000); inhibition, % at 12.6 µM; AH1F fibroblasts, Alexa488-fibronectin deposition fluorescence, overnight; AID 743247;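 active = mean inhibition across replicates of 30% or more, regardless of how many single replicates reach that level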;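 note: positive control wells lacked labelled fibronectin entirely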
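Material – AH1F fibroblast monolayer, labelled fibronectin deposition · Reagent – labelled fibronectin 24 nM · Timing – 1 h adhesion, overnight exposure · Measured by – fluorescence at 485 nm excitation, 525 nm emission · Read-out – inhibition of fibronectin deposition signal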
EWS-Fli inh: blocks EWS/Fli oncoprotein-driven transcription; A673 NR0B1-luciferase reporter, viability-normalised; inhibition, % at 12.6 µM; AID 651661; actives 0.67% (n = 350,000);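 active = mean inhibition of at least 50% after viability correction, with every replicate also passing that limit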;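 note: firefly luciferase signal divided by Alamar Blue viability fluorescence both relative to DMSO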
RAD54 branch: blocks human RAD54 Holliday junction branch migration. actives 0.14% (n = 360,000). AID 602329. inhibition, % at 10.4 µM. FAM/BHQ fluorescence. Q92698;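 active = mean normalized replicate activity at least 40 and at least half of replicates scoring 40 or more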;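 note: 0% = median of neutral control wells and 100% = median of positive control wells; inhibitors cause a drop in the FAM fluorescence signal; in these data hits start at about 50%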
Target sequence (Q92698 whole entry, looked up): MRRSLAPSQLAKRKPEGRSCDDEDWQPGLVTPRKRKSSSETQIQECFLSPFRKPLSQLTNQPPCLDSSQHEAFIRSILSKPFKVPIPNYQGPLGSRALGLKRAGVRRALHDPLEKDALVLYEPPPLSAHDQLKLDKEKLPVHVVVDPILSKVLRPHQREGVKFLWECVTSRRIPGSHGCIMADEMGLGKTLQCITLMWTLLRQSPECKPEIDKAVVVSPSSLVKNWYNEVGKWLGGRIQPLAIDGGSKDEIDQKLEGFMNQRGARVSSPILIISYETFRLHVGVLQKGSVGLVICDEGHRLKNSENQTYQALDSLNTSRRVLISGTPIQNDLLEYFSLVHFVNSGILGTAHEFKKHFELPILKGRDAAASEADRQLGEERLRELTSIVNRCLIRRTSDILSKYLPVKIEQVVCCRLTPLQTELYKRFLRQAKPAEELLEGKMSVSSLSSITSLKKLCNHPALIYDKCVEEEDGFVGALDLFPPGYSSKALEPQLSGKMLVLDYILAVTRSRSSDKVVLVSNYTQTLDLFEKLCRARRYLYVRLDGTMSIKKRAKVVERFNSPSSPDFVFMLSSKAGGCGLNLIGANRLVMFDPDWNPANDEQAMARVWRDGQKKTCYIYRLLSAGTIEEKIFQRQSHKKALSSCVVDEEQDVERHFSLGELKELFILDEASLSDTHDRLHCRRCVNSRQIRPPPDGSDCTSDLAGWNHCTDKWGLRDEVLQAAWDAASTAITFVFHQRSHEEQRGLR
XiGFP reactiv: reactivates the inactive X chromosome in mouse fibroblasts | XiGFP mouse fibroblasts, % GFP-positive cells imaging, 3 d; cells co-treated with 5-aza-dC sensitizer; scaled so ellipticine positive control = 100% | activation, % at 7.58 µM | actives 0.055% (n = 360,000);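 active = mean normalized replicate activation at least 10% and every replicate at or above 10%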;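 note: 0% = median of on-plate neutral control wells and 100% = ellipticine 6 µM median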
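assay system = SV40-immortalized XiGFP fibroblast cells, line 68-5-11 | buffer or medium = DMEM plus 5-aza-dC sensitizer | doses = single-point pinned compound dosing | times = 3-day compound exposure, then 15 min fixation at room temperature | benchmarks = positive control ellipticine, 6 µM final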
esBAF inh: inhibitors of esBAF chromatin remodeling in mouse ES cells | Bmi1-luciferase knock-in reporter, 24 h; 100% = twice the neutral-well signal | reporter increase, % at 12.5 µM | actives 2% (n = 350,000); in the data active = activation above about 40%;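 note: 0% = median of the plate's neutral control wells and 100% = double that signal; a rise in the Bmi1 reporter signal indicates esBAF inhibition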
RAD52 anneal inh: RAD52 (human) annealing inhibition; inhibition, % at 18.7 µM; actives 0.46% (n = 360,000); AID 651710; recombinant RAD52 DNA annealing, FRET fluorescence; P43351;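 active = every replicate showing at least 50% inhibition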
E-selectin induc: induces E-selectin expression in human endothelial cells. P16581. HUVEC E-selectin immunofluorescence imaging; normalized: neutral wells 0, TNF-alpha wells 100. activation, % at 7.58 µM. actives 0.37% (n = 260,000). AID 686992;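 active = mean E-selectin-positive cell signal at least 10% of the positive control, reached in at least 60% of replicates, without over 20% cell loss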;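 note: in these data hits start at about 27%; measured in HUVEC primary endothelial cells; signal is the percent of cells scored E-selectin positive by PE staining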
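assay system = HUVEC, human umbilical vein endothelial cells | input = 3,000 HUVEC seeded per well | medium = EGM-2 growth medium on 0.1% gelatin-coated wells | dosing = one compound dose added by pin transfer | signal = immunofluorescence imaging | read-out basis = % PE-positive cells | control set = TNF-alpha, DMSO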
* = called active by the depositor; . = not tested or not shown.

SMILES	S100A4 MyoIIA	FN deposition inh	EWS-Fli inh	RAD54 branch	XiGFP reactiv	esBAF inh	RAD52 anneal inh	E-selectin induc
Cc1ccc(/C=C(\C#N)C(=O)Nc2c(C)cccc2C)s1	38	.	3	.	.	1	-232	.
O=C(CSc1nnc(-c2ccco2)o1)NC1CCCCCC1	-1	.	.	0	.	4	-14	.
CN(C(=O)CN1C(=O)S/C(=C\c2ccccc2Cl)C1=O)C1CCS(=O)(=O)C1 (stereo unspecified)	5	-3	5	-8	0.0	12	0	.
OC(c1ccc(-c2ccccc2)cc1)c1ncc(-c2ccccc2Cl)[nH]1 (stereo unspecified)	6	-5	6	6	0.0	-6	-19	0.0
NC(N)=Nc1nc2ccc([N+](=O)[O-])cc2[nH]1	7	2	-12	5	0.1	9	-1	-0.4
C=CCc1ccccc1OCC(=O)NNC(=S)NCc1ccccc1	-2	-7	.	-11	0.2	-4	-11	0.2
CCS(=O)(=O)Nc1ccc2c(c1)C(=O)N(C)[C@@H]1CC[C@H](CC(=O)N3CCOCC3)O[C@@H]1CO2	7	-1	2	-2	0.2	-6	9	-0.1
CN(C(=O)c1ccccc1C(=O)OCC(=O)Nc1ccc(S(N)(=O)=O)cc1)c1ccccc1	-5	.	3	4	0.2	.	-13	.
C[C@@H]1CN([C@@H](C)CO)S(=O)(=O)c2ccc(/C=C/c3ccccc3)cc2O[C@@H]1CN(C)Cc1cccnc1	-6	.	14	-17	0.0	1	19	-0.3
Cc1nc2cc(NS(=O)(=O)c3ccc(Br)cc3)ccc2n1C	3	3	-2	.	0.1	.	-9	.
CCOC(=O)c1ccc2ncc(-c3ccccc3)nc2c1	3	5	-17	.	0.0	.	-19	-1.9
COC(=O)[C@@]1(Cc2ccc(OC)cc2)[C@H]2c3cc(C(=O)N(C)C)n(C[C@H](O)CO)c3C[C@H]2CN1C(=O)c1ccccc1	-1	16	-8	.	0.3	.	0	-0.5
CC(=O)Nc1ccc(CNc2nc(NCCN(C)C)nc3cc(-c4ccccc4)sc23)cc1	-12	1	35	13	0.2	11	99*	0.2
CCC(C(=O)NCc1ccco1)n1nc(C)c2c(C)n(-c3ccccc3)nc2c1=O (stereo unspecified)	0	9	10	10	0.0	-6	-1	0.8
C[C@H]1CN([C@@H](C)CO)S(=O)(=O)c2ccc(-c3ccncc3)cc2O[C@H]1CN(C)Cc1cncnc1	5	-6	-9	-5	-1.4	-5	10	0.1
O=C1C(=O)N(CCS(=O)(=O)c2ccccc2)c2ccccc21	-3	-3	61*	7	0.0	-4	2	.
CC1CC(C)CN(S(=O)(=O)c2ccc(C(=O)N3CCCC3)cc2)C1 (stereo unspecified)	2	-4	0	2	0.1	-6	-12	0.8
COc1ccc(C(NC(C)=O)c2nccc3cc(OC)c(OC)cc23)cc1OC (stereo unspecified)	-1	18	6	-12	0.0	11	8	0.2
C[C@@H]1CN([C@@H](C)CO)C(=O)c2cccc(NC(=O)C3CC3)c2O[C@@H]1CN(C)C(=O)Nc1ccc(F)cc1	1	.	-1	3	0.2	2	3	-0.4
O=C(O)CN1C(=O)CNC1=O	.	-10	.	-11	.	-15	.	-1.6
CC(C)CC#Cc1ccc2c(c1)O[C@@H](CN(C)C(=O)Nc1ccccc1)[C@H](C)CN([C@H](C)CO)S2(=O)=O	-3	-5	26	2	-0.4	-1	11	-0.5
O=C(C[C@H]1CC[C@H](NC(=O)C2CC2)[C@@H](CO)O1)NCc1ccncc1	-14	-8	6	3	0.1	-4	-6	0.3
Cc1cccc(-c2cc(C(=O)NCc3ccccn3)c3ccccc3n2)c1	0	2	-18	.	0.0	.	-8	-0.6
O=C(c1cc(Cl)nc2ccccc12)N1CCN(Cc2ccc3c(c2)OCO3)CC1	0	-11	16	-2	-0.3	-3	4	-0.9
COc1cccc(/C=N/Nc2nc3ccccc3[nH]2)c1OC	-1	4	-124	.	0.1	.	-5	-0.1

One compound at a time, as listed above:
COc1ccc(C(NC(C)=O)c2nccc3cc(OC)c(OC)cc23)cc1OC (stereo unspecified) across the screens: S100A4 MyoIIA = -1; FN deposition inh = 18; EWS-Fli inh = 6; RAD54 branch = -12; XiGFP reactiv = 0.0; esBAF inh = 11; RAD52 anneal inh = 8; E-selectin induc = 0.2
O=C(c1cc(Cl)nc2ccccc12)N1CCN(Cc2ccc3c(c2)OCO3)CC1 across the screens: S100A4 MyoIIA = 0; FN deposition inh = -11; EWS-Fli inh = 16; RAD54 branch = -2; XiGFP reactiv = -0.3; esBAF inh = -3; RAD52 anneal inh = 4; E-selectin induc = -0.9
NC(N)=Nc1nc2ccc([N+](=O)[O-])cc2[nH]1 across the screens: S100A4 MyoIIA = 7; FN deposition inh = 2; EWS-Fli inh = -12; RAD54 branch = 5; XiGFP reactiv = 0.1; esBAF inh = 9; RAD52 anneal inh = -1; E-selectin induc = -0.4

A run of entries from further up, as a working copy:
SMILES	S100A4 MyoIIA	FN deposition inh	EWS-Fli inh	RAD54 branch	XiGFP reactiv	esBAF inh	RAD52 anneal inh	E-selectin induc
NC(N)=Nc1nc2ccc([N+](=O)[O-])cc2[nH]1	7	2	-12	5	0.1	9	-1	-0.4
C=CCc1ccccc1OCC(=O)NNC(=S)NCc1ccccc1	-2	-7	.	-11	0.2	-4	-11	0.2

Continued.
SMILES	S100A4 MyoIIA	FN deposition inh	EWS-Fli inh	RAD54 branch	XiGFP reactiv	esBAF inh	RAD52 anneal inh	E-selectin induc
O=C(Cc1ccccc1)N1CC(=O)N2[C@H](C1)[C@@H](c1ccc(Br)cc1)[C@@H]2CO	11	.	-9	.	0.0	.	-5	-0.3
O=C(COC(=O)CSc1nnc(-c2ccc(Cl)cc2)o1)Nc1cc(Cl)cc(Cl)c1	0	-12	-2	.	0.0	.	-19	.
COc1ccccc1S(=O)(=O)N[C@@H]1C=C[C@H](CC(=O)N2CCOCC2)O[C@@H]1CO	44	2	-8	4	0.3	-2	5	0.3
Cc1ccc(SCC2=NN(c3nc(C)cc(C)n3)C(=O)C2)cc1	-4	.	-5	.	0.1	.	-43	.
COCCN=C(NS(=O)(=O)c1cccs1)c1ccccc1Cl	-3	1	-3	5	-0.1	-5	-8	0.6
COc1ccc2c3c(n(C)c2c1)[C@@H](CO)N(C(=O)Nc1ccc(F)cc1)CC31CN(Cc2ccccn2)C1	-3	.	11	.	0.3	.	9	0.0
Nc1ccc(S(=O)(=O)NNC(=O)C(=O)NNc2ccccc2)cc1	-3	5	-9	0	-0.1	4	3	-0.6
CC(=O)c1cc2c(cc1N/C(=N/S(=O)(=O)c1ccc(Br)cc1)c1ccccc1)OCO2	0	-3	6	-2	0.2	-10	7	2.6
COc1ccc(Cn2ccnc2SCC(=O)Nc2cccc(NC(C)=O)c2)cc1	0	-8	7	.	0.1	.	-9	-3.1
COC(=O)c1ccc(NC(=O)c2cccnc2)cc1	-4	0	-26	8	0.0	4	2	0.3
Cc1[nH][nH]c(=O)c1C(c1cc2c(cc1Br)OCO2)c1c(C)[nH][nH]c1=O	5	4	4	.	-0.1	0	-9	1.5
CC(=O)N(C)c1cccc([N+](=O)[O-])c1	-2	-5	-11	.	0.0	.	-3	-2.0
COc1cccc(C(=O)N2CCC2(C)C(=O)O)c1 (stereo unspecified)	11	2	-5	13	0.4	0	-39	0.0
COc1ccc(OC)c(S(=O)(=O)N2CCN(c3ccccc3)CC2)c1	-4	6	-2	-10	0.1	-2	-5	0.0
CCN(c1ccccc1)S(=O)(=O)c1nnc(NC(=O)C(C)(C)C)s1	0	-1	7	-2	0.0	-4	-7	-0.1
Cc1ccc(S(=O)(=O)Nc2cc(=O)[nH]c(SCC(=O)Nc3cccc(C)c3)n2)cc1	-3	-12	16	4	-0.3	3	-10	-0.3
COCCOC(=O)c1c(NC(=O)COC(=O)c2ccc(C)o2)sc(C(N)=O)c1C	-1	0	1	10	0.2	6	-1	.
CCC(=O)N1CC(=O)N2[C@H](CO)[C@H](c3ccc(C#CC4CCCCC4)cc3)[C@H]2C1	14	.	-6	.	0.1	.	1	-0.4
COc1ccc(CNC(=O)C[C@@H]2C[C@@H]3c4cc(NS(C)(=O)=O)ccc4O[C@@H]3[C@H](CO)O2)cc1	40	1	0	6	-0.1	-5	-5	-0.4
C[C@H](CO)N1C[C@H](C)[C@H](CN(C)C(=O)c2ccncc2)Oc2ncc(C#CC3CCCC3)cc2C1=O	9	-7	4	-4	0.4	2	6	2.6
COc1ccc(NC(=O)N(C)C[C@@H]2Oc3ncc(C#Cc4ccc(F)cc4)cc3C(=O)N([C@H](C)CO)C[C@@H]2C)cc1	3	6	6	4	-1.1	1	13	0.2
Cc1ccc(OCC(=O)NNC(=S)NC(=O)C(C)(C)C)c(Br)c1	2	5	14	8	0.0	38	-13	.
CN(C)n1cccc1/C=C(\C#N)S(=O)(=O)c1cccc(Cl)c1	-3	-5	-3	-7	0.0	.	-13	.
Cc1cccc(C)c1NC(=O)C(C1CC1)n1c(-c2ccc(C(F)(F)F)cc2)nc2ccccc21 (stereo unspecified)	-3	-6	1	.	0.1	.	7	0.1
COC(=O)c1ccc(/C=C/c2c(-c3ccc(OC)cc3)oc3ccc(N4CCOCC4)cc23)cc1	1	-9	7	9	0.0	4	-17	0.1
The listing continues.
SMILES	S100A4 MyoIIA	FN deposition inh	EWS-Fli inh	RAD54 branch	XiGFP reactiv	esBAF inh	RAD52 anneal inh	E-selectin induc
CCCC[C@@H]1Cc2[nH][nH]c(=O)c2[C@H](c2ccc(C(C)C)cc2)O1	-3	-8	4	.	0.2	.	-2	0.1
COc1ccccc1C(=O)NCC(=O)NCCc1ccc(Cl)cc1	-13	-3	-3	.	0.4	-7	-9	-0.1
CC(C)NC(=O)Nc1ccc2c(c1)C(=O)N([C@@H](C)CO)C[C@H](C)[C@@H](CN(C)Cc1ccc3c(c1)OCO3)OCCCC[C@@H](C)O2	6	-9	3	7	0.1	-2	10	.
CCNC(=O)C1(C)CCN(C(=O)c2ccc3c(c2)OCO3)C1 (stereo unspecified)	1	-13	1	0	0.0	5	18	0.1
Cc1cc(C)c2oc(C(=O)N3CCN(Cc4ccccc4)CC3)cc(=O)c2c1	2	1	6	2	0.0	-4	-1	-0.1
CCc1ccc([C@@H]2CC=C(C(=O)O)[C@H](c3cccc(Cl)c3)N2S(=O)(=O)c2ccc(C)cc2)cc1	3	19	6	-1	0.1	-1	-14	-0.1
C[C@@H]1CCCCO[C@H](CN(C)Cc2ccc(C(=O)O)cc2)[C@@H](C)CN([C@H](C)CO)C(=O)c2cc(NS(=O)(=O)c3cccs3)ccc2O1	7	.	-4	5	0.2	-3	2	-0.2

Ordered by value in esBAF inh (falling): 3 of the compounds above.
Compound,S100A4 MyoIIA,esBAF inh,RAD52 anneal inh
CCNC(=O)C1(C)CCN(C(=O)c2ccc3c(c2)OCO3)C1 (stereo unspecified),1,5,18
CCc1ccc([C@@H]2CC=C(C(=O)O)[C@H](c3cccc(Cl)c3)N2S(=O)(=O)c2ccc(C)cc2)cc1,3,-1,-14
COc1ccccc1C(=O)NCC(=O)NCCc1ccc(Cl)cc1,-13,-7,-9
